Bioassay records deposited in PubChem BioAssay by several laboratories.
NPY Y1 blocker: NPY-Y1 (human) receptor antagonism; HEK293-CNG Y1 cells, membrane potential fluorescence; NPY at EC95, then isoproterenol; P25929; AID 1040; inhibition, % at 3.6 µM; hit rate 1% among 200,000;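 active = inhibition above the campaign mean inhibition of all tested compounds plus 3 SD, cut at about 20% in these data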;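 note: 0% = DMSO wells given NPY plus isoproterenol and 100% = isoproterenol alone without NPY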
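Material: HEK293 Y1/CNG channel cell line; also added: NPY (25 nM), isoproterenol (1 µM), Ro 20-1724 (25 µM); doses: one concentration, 3.6 µM, in 0.4% DMSO; schedule: compound incubation 1 h at room temperature, readout 45 min post-stimulation; technique: membrane potential fluorescence; measure: fluorescence ratio normalized to % inhibition between controls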
NPY2 pot ag: potentiators or agonists of human neuropeptide Y receptor Y2 | cells expressing NPY-Y2, potentiator/agonist read-out | AID 1359 | hit rate 0.45% among 220,000 | activation, % at 3.6 µM; in the data active = activation above about 27%;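 note: cells stimulated with NPY near EC25 plus isoproterenol at EC100; 0% = vehicle plus submaximal agonist and 100% = vehicle plus saturating agonist; some results beyond the cut were filed as inactive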
Hck Nef HTS: inhibitors of human Hck kinase activated by Nef. Recombinant Hck-YEEI plus Nef, Z-Lyte FRET kinase assay. inhibition, % at 20 µM. hit rate 0.68% among 220,000. AID 463187;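 active = Hck-Nef kinase inhibition above about 50%, limit read from the data; inactive = inhibition below that limit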;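 note: 0% = DMSO with Hck plus Nef and 100% = Hck alone without Nef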
Runt-SMMHC FRET: blocks binding of human RUNX1 Runt domain to CBFb-SMMHC; Q01196+Q13951; Cerulean-Runt/Venus-CBFb-SMMHC FRET ratio 530/480, 1 h; inhibition, % at 20 µM; hit rate 0.74% among 220,000; AID 1434;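 active = mean inhibition across duplicate retests at 20 µM reaching about 50%, limit read from the data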;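 note: 0% = DMSO wells and 100% = wells with excess untagged CBFb-SMMHC; inhibitors lower the FRET ratio by blocking Runt binding to CBFb-SMMHC; some results filed as inactive read as strong as hits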
Runt-CBFb FRET: blocks binding of human RUNX1 Runt domain to CBFb; hit rate 0.46% among 220,000; Q01196+Q13951; Cerulean-Runt/Venus-CBFb FRET ratio 530/480, 1 h; inhibition, % at 20 µM;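 active = inhibition over about 50% at 20 µM in the single-dose screen, limit read from the data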;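 note: 0% = DMSO wells and 100% = excess unlabeled CBFb competitor control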
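Assay system: Cerulean-Runt domain / Medium: Tris 50 mM pH 7.5, KCl, K2SO4, 0.01% BSA / Timing: protein complex preformed 1 h, compound exposure 1 h, room temperature, dark / Measured by: FRET, excitation 422 nm, emission at 530 and 480 nm / Evaluation: loss of energy transfer signal / Control set: 5 µM unlabeled CBFb as full-inhibition high control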
p97 ATPase inh: human p97 ATPase inhibition. P55072. recombinant p97 ATPase, Kinase-Glo ATP luminescence, 3 h. inhibition, % at 8 µM. hit rate 0.42% among 220,000; in the data active = inhibition above about 15%;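 note: 0% = DMSO vehicle and 100% = wells lacking enzyme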
Target sequence (P55072 whole entry, looked up): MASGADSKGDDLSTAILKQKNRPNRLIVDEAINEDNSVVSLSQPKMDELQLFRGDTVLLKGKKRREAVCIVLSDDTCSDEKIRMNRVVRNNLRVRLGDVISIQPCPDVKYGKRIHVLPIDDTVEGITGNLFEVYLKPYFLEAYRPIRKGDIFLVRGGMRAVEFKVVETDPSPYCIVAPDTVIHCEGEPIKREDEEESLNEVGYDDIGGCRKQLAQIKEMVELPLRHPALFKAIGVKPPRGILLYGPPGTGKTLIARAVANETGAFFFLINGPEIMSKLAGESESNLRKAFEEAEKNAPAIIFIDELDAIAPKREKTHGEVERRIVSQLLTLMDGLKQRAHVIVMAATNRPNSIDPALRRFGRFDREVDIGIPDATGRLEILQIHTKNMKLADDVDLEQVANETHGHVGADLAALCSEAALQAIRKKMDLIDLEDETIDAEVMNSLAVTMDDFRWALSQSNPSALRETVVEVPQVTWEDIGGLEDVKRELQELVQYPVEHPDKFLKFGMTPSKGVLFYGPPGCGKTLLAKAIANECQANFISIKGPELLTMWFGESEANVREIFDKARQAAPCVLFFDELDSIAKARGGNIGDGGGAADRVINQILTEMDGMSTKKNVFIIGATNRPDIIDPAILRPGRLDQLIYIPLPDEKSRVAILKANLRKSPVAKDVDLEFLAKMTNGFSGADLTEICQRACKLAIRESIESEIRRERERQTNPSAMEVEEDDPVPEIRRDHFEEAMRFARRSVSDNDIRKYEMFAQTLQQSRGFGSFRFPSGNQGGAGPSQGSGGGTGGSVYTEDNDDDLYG
NPY-Y1 PAM-ag: human NPY-Y1 potentiation or agonism, primary screen. P25929. NPY-Y1 expressing cells, potentiator/agonist activation. activation, % at 3.6 µM. hit rate 0.37% among 220,000. AID 1304; in the data active = activation above about 33%, passing the limit was not always enough;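 note: cells stimulated with NPY at EC10 then isoproterenol at EC100; 0% = low agonist plus stimulus and 100% = saturating agonist plus stimulus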
Mdm2 ligase inh: inhibitors of human Mdm2 E3 ubiquitin ligase. Q00987. cell-based MDM2 ubiquitination luciferase reporter, 2 h; 0 = plate control, 100 = twice control, blank-subtracted. signal enhancement, % at 5 µM. hit rate 0.11% among 210,000. AID 1230;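 active = signal enhancement of 30% or more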;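 note: luminescence tracks abundance of the self-degrading MDM2-luciferase fusion protein; higher signal means inhibition of MDM2 E3 ligase activity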
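Assay system: stable mammalian line carrying autodegrading MDM2–luciferase fusion reporter; amount: 2000 cells seeded into each well; buffer or medium: DMEM; benchmarks: plate control and blank wells; signal: luciferase luminescence; timing: 2 h compound exposure at 37 °C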
RBBP9 inh: inhibitors of human serine hydrolase RBBP9; hit rate 0.2% among 220,000; recombinant RBBP9, FP-Rh probe fluorescence polarization; inhibition, % at 7.94 µM;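 active = inhibition above the campaign mean of all tested compounds plus 3 SD, cut at about 14% in these data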;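 note: plate controls were DMSO wells with RBBP9 for no effect and wells lacking RBBP9 protein for full effect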
Target sequence (O75884 whole entry, looked up): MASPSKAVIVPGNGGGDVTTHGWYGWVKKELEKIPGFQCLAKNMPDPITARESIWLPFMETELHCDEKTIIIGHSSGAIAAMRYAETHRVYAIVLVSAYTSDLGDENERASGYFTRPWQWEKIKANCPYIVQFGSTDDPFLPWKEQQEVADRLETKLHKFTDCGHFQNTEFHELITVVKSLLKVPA
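Assay system: recombinant human RBBP9; Reagent: Serine-hydrolase probe FP-Rh, 375 nM pre-mixing; Doses: 7.94 µM single dose, 0.794% DMSO; Incubation: 30 min then 45 min, 25 °C; Detection: fluorescence polarization (mP), excitation 525 nm, emission 598 nm; Evaluation: percent inhibition from mP, scaled between DMSO and no-protein wells.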
* hit, by the source's call; nt = no result given.

Start of the data: the first two records, ahead of the listing:
SMILES | NPY Y1 blocker | NPY2 pot ag | Hck Nef HTS | Runt-SMMHC FRET | Runt-CBFb FRET | p97 ATPase inh | NPY-Y1 PAM-ag | Mdm2 ligase inh | RBBP9 inh
COc1cccc([C@H](O)Cn2cc(-c3ccc(CON=C(C)C)cc3)nn2)c1 | 5 | -11 | -7 | 0 | -1 | -8 | -19 | nt | -11
Cc1ccc(C)c(S(=O)(=O)Nc2ccccc2C(=O)Nc2ccc(S(=O)(=O)Nc3ncccn3)cc2)c1 | 4 | 11 | 7 | -4 | -3 | 0 | 5 | -15 | -7

The listing, previewed entries included:
SMILES | NPY Y1 blocker | NPY2 pot ag | Hck Nef HTS | Runt-SMMHC FRET | Runt-CBFb FRET | p97 ATPase inh | NPY-Y1 PAM-ag | Mdm2 ligase inh | RBBP9 inh
COc1cccc([C@H](O)Cn2cc(-c3ccc(CON=C(C)C)cc3)nn2)c1 | 5 | -11 | -7 | 0 | -1 | -8 | -19 | nt | -11
Cc1ccc(C)c(S(=O)(=O)Nc2ccccc2C(=O)Nc2ccc(S(=O)(=O)Nc3ncccn3)cc2)c1 | 4 | 11 | 7 | -4 | -3 | 0 | 5 | -15 | -7
COc1ccc(C(=O)NCC(=O)OCC(=O)c2cc(OC)c(OC)c(OC)c2)cc1OC | 1 | 10 | -2 | -1 | 0 | 2 | 1 | -3 | -5
COc1ccc(Oc2nc(-c3ccccn3)nc3ccccc23)cc1 | nt | -31 | 4 | -5 | 0 | 4 | -20 | -13 | -3
COC(=O)c1cn(NC(=O)Cc2ccc(OC)c(OC)c2)c(=O)c2ccccc12 | 9 | -5 | 19 | 0 | 2 | 0 | 5 | -5 | -6
CC(C)c1cc(CNC(=O)CCc2nnc(CCCCc3ccccc3)o2)on1 | nt | -14 | 6 | -1 | 0 | -6 | 8 | -86 | -6
O=C(N/N=C/c1ccc2c(c1)OCO2)C1COc2ccccc2O1 (stereo unspecified) | -1 | -11 | 1 | -2 | -1 | 0 | -9 | 3 | -5
O=C1C=C(c2ccccc2)OC2(CCCC2)O1 | 4 | 1 | 0 | 0 | 2 | -4 | 4 | 1 | -6
COc1ccccc1C1C(C(=O)c2sc(C)nc2C)=C(O)C(=O)N1CCN1CCOCC1 (stereo unspecified) | -1 | 1 | 0 | 5 | 3 | 5 | 0 | -19 | -2
O=[N+]([O-])c1ccc(Oc2ccc(-c3cnc4ccccc4n3)cc2[N+](=O)[O-])cc1 | 5 | 0 | 1 | 0 | 1 | 4 | -22 | -10 | -1

As entered above.
COc1cccc([C@H](O)Cn2cc(-c3ccc(CON=C(C)C)cc3)nn2)c1 in NPY-Y1 PAM-ag shows -19
Cc1ccc(C)c(S(=O)(=O)Nc2ccccc2C(=O)Nc2ccc(S(=O)(=O)Nc3ncccn3)cc2)c1 in RBBP9 inh shows -7

Next structures.
SMILES | NPY Y1 blocker | NPY2 pot ag | Hck Nef HTS | Runt-SMMHC FRET | Runt-CBFb FRET | p97 ATPase inh | NPY-Y1 PAM-ag | Mdm2 ligase inh | RBBP9 inh
c1coc(Cn2c(SCc3nc4ccccc4[nH]3)nnc2-c2cccs2)c1 | -5 | 7 | -2 | 22 | 44 | -7 | 15 | 0 | -16
CN(C(=O)COC(=O)c1ccccc1NC(=O)c1ccco1)C1CCS(=O)(=O)C1 (stereo unspecified) | 2 | 3 | 25 | 1 | 0 | 7 | 22 | -3 | -5
Cc1ccc(CCNC(=O)CCS(=O)(=O)c2ccc(Br)cc2)cc1 | 9 | 5 | 19 | 1 | 0 | 8 | 1 | -4 | -9
CCOC(=O)Cn1c2ccc(OC)cc2c2nc3ccccc3nc21 | 1 | -12 | 0 | -44 | -33 | -4 | -4 | -15 | -7
Cc1cc(NCCN2CCOCC2)n2ncc(-c3ccc(Cl)cc3)c2n1 | 0 | -2 | 1 | nt | nt | 4 | 23 | nt | -1
Cc1cccc(C(=O)Nc2nnc(-c3cccnc3)o2)c1 | -4 | 3 | 24 | 2 | 2 | 8 | 6 | -28 | 4
O=S1(=O)CCN2C(c3cccc4ccccc34)=CSC2=N1 | -2 | -2 | 29 | 6 | 1 | 5 | 6 | 2 | -10
CCOC(=O)N/N=C/c1cccnc1 | 1 | 2 | -26 | -2 | 0 | 5 | 4 | -1 | -3
Cc1cccc(/C=N/N(CCO)C2=NS(=O)(=O)c3ccccc32)c1 | 3 | -25 | 4 | -3 | 0 | -9 | -20 | 0 | -13
COCCCNCC#CCOc1ccc(OC)cc1 | 5 | -14 | 19 | 2 | 0 | -5 | -15 | -21 | -10
COc1nc(Cl)cn(-c2ccc(Cl)cc2)c1=O | 3 | 11 | 2 | -1 | 3 | -2 | 4 | 6 | 3
NC(=O)c1oc2ccc(Cl)cc2c1N | -6 | -3 | 0 | -6 | -1 | 1 | 15 | -20 | 0
CCc1nnc(NC(=O)C2Cc3ccccc3CN2S(=O)(=O)c2cccs2)s1 (stereo unspecified) | 4 | 2 | 1 | -3 | 4 | 4 | 15 | -7 | -3
CC(/C=C/c1ccco1)=N/NC(=O)Cc1cccs1 | -4 | 9 | 4 | -6 | 2 | 8 | 17 | -1 | -5
COc1ccccc1N1CCN(Cc2nc3ccccc3c(=O)n2CC(C)=O)CC1 | 0 | 0 | 4 | 2 | -1 | 0 | -3 | -10 | -10
O=C(Cn1nnc2ccccc2c1=O)N1CCCc2ccccc21 | 2 | 2 | -1 | 2 | 0 | 3 | -2 | -7 | 16*
COCC(C)n1c(C)cc(C(=O)COC(=O)c2nc3nc(C)cc(C)n3n2)c1C (stereo unspecified) | 2 | -1 | 9 | -1 | -1 | 8 | 25 | -2 | -3
Cc1ccc(N2C(=O)NC3(CCCCC3)C2=O)cc1 | 5 | -11 | -2 | 2 | 1 | 0 | 1 | 12 | -9
COc1cccc(NC(=O)c2ccc(NCCCN3CCC(C)CC3)c([N+](=O)[O-])c2)c1 | 0 | 14 | -10 | -4 | -5 | 2 | 18 | -11 | 2
COc1cc(/C=C/C(=O)Nc2cc(C(F)(F)F)ccc2Cl)cc(OC)c1OC | 0 | -16 | -1 | -4 | -3 | -7 | -13 | 3 | -15
CC1CCN(Cc2ccc(-c3nnn(CC(=O)Nc4ccccc4Cl)n3)cc2)CC1 | 2 | -5 | 17 | 2 | -1 | 1 | -2 | 6 | 1
CCCN1Cc2cccc(C(=O)N3CCN(c4ccc(F)cc4)CC3)c2C1=O | 4 | 0 | -2 | -5 | 2 | 0 | 1 | 7 | -2
CSCCC(NS(=O)(=O)c1ccc2ccccc2c1)C(=O)OCC(=O)c1ccc(C(C)C)cc1 (stereo unspecified) | 6 | 0 | -1 | -8 | -2 | -9 | 20 | -13 | -12
O=C(C1=C(O)C(=O)N(c2ccccc2)C1c1ccc([N+](=O)[O-])cc1)c1cccs1 (stereo unspecified) | 7 | 4 | 3 | -2 | -1 | 3 | 4 | -12 | -7
Cc1ccc2nc(NC(=O)C3CCCN(S(=O)(=O)c4cccc5nonc45)C3)sc2c1 (stereo unspecified) | nt | 23 | 25 | -15 | -4 | 5 | 40 | nt | 2
CC(C)(C)C1CCC(C(=O)OCC(=O)N2CCN(C(=O)c3ccco3)CC2)CC1 (stereo unspecified) | -1 | -5 | -15 | -2 | -9 | -3 | -18 | -8 | -3
CN(C)S(=O)(=O)NCc1ccc2c(c1)OCO2 | 2 | -1 | 0 | -4 | 1 | -1 | -17 | 2 | -10
Cc1nn(CCC#N)c(NC(=O)c2ccc(Cl)cc2Cl)c1P(=O)(Nc1ccc([N+](=O)[O-])cc1)N1CCOCC1 (stereo unspecified) | 1 | 2 | -20 | 1 | 0 | -2 | -33 | -14 | -18
CCOc1ccc(Oc2nc(N(CC)CC)nc(N3CCOCC3)n2)nn1 | 0 | 9 | 1 | -3 | -1 | -1 | 7 | -26 | -7
CCCN(CCC)c1nc(NC2CCN(C(=O)OCC)CC2)nc(OC)n1 | 6 | -11 | 1 | -8 | -9 | -11 | 5 | -10 | -11
c1ccc(C2C3=C(Nc4ncnn42)c2ccccc2CCC3)cc1 (stereo unspecified) | -2 | -9 | 4 | 2 | -1 | 1 | 23 | -1 | 3
Cc1cc(C)c(NC(=O)Nc2ccccc2)c(Cl)c1 | 6 | 6 | 3 | 0 | 1 | 6 | -35 | -20 | -1
Cc1nnc2sc(-c3ccc(NC(=O)c4cccnc4)cc3)nn12 | 2 | -12 | -1 | nt | nt | 0 | 3 | nt | -6
CC(=O)NCCc1nc2ccccc2n1CCc1ccccc1 | 5 | -14 | 16 | -10 | 2 | -1 | -6 | -8 | 0
CC(C)N1CCN(Cc2nc3c(s2)CCCC3)CC1CCO (stereo unspecified) | 3 | -11 | 21 | -1 | -1 | 0 | -6 | -13 | -3
COc1cccc(C(=O)Oc2ccccc2/C=C\C(=O)c2cc3ccccc3o2)c1 | 5 | -5 | 14 | -1 | 3 | 1 | -14 | -9 | -11
CCOC(=O)c1cc(-c2ccc3c(c2)OCCO3)nc2c1c(C)nn2CCC#N | 6 | -11 | 2 | -6 | 1 | -2 | -18 | -18 | -4
O=C(NC(=S)Nc1cnc2ccccc2c1)c1ccccc1 | 6 | -6 | 139* | -3 | 2 | 1 | -8 | -18 | -2
Cc1ccc(-c2oc3ncnc(N)c3c2-c2ccc(C)cc2)cc1 | 4 | -33 | 7 | -9 | -7 | -5 | -20 | -6 | -11
CCOC(=O)N1CCc2c(sc3ncn(C)c(=O)c23)C1 | nt | -6 | 3 | 1 | 2 | 3 | 3 | 5 | -5
CCN(CC)C(=O)C(=O)c1cc(C)n(-c2ccc(F)cc2)c1C | 4 | 4 | 18 | 0 | -1 | 0 | 9 | -12 | -3
COc1ccc(C2CC(c3cccc(OC)c3OC)n3nnnc3N2)cc1 (stereo unspecified) | 5 | -2 | -5 | -2 | -4 | 1 | -14 | -5 | 6
CC(C)(C)C(=O)CNCC(=O)C(C)(C)C | -4 | -1 | 0 | -5 | -1 | 3 | 0 | -13 | -3
CC(C)c1ccc(/C=N/N2CCCCC2)cc1 | -1 | -6 | 25 | -5 | -45 | 11 | 1 | -52 | 1
Cc1ccc(S(=O)(=O)N(CC(=O)N2CCC(C(N)=O)CC2)Cc2ccc(F)cc2)cc1 | 1 | -3 | 1 | -4 | -1 | -4 | -15 | -17 | -3
CCCCNC(=O)n1c(SC)nc2ccccc21 | 5 | -3 | -14 | -1 | 0 | 2 | 5 | nt | -3
CCCN(CCC)C(=O)Cc1ccc(F)cc1 | 1 | -15 | -9 | -2 | 0 | 0 | -1 | -21 | -5
